# Compound activity (PubChem BioAssay)
# ROC1-CUL1 inh = blocks human RBX1-Cullin-1 di-ubiquitin formation; in vitro K48 di-Ub FRET, acceptor:donor ratio, 45 min; inhibition, % at 10 µM; 0.6% of 140,000 active; AID 1347404; in the data active = inhibition above about 25%
# Target sequence (P62877 whole entry, looked up): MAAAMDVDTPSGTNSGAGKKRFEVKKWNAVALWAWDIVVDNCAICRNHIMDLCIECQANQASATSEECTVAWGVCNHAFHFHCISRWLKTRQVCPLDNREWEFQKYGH
# Target sequence (Q13616 whole entry, looked up): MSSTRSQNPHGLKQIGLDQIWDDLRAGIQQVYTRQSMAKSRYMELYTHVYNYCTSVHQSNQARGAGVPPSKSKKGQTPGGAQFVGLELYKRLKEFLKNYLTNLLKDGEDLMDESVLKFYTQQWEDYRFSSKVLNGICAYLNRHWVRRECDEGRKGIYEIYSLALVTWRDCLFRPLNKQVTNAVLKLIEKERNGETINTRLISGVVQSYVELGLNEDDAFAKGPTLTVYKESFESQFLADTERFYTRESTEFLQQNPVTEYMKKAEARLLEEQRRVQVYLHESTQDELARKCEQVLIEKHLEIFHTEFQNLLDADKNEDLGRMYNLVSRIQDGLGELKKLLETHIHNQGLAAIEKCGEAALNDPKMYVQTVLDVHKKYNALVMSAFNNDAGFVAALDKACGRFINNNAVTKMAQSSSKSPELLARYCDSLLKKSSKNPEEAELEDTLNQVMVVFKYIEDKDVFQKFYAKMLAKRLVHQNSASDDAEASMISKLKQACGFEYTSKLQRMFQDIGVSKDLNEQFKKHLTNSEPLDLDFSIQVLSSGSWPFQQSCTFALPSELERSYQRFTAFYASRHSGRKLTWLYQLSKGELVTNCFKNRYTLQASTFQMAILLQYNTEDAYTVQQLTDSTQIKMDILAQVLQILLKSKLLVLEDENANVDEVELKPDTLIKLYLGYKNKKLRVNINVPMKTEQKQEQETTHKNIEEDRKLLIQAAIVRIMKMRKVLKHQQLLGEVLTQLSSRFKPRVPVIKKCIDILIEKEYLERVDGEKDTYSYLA
# * hit, by the source's call.
SMILES	ROC1-CUL1 inh
O=C(N/N=C/c1cc(Cl)cc(Cl)c1O)c1ccc(Br)o1	2
N#Cc1cnc(NCCNc2ncc(C#N)c(N)n2)nc1N	6
CCN(C(=O)Cn1nc(Cc2cccnc2)c2ccccc2c1=O)c1ccccc1F	-3
O=C(/C=C/c1ccco1)Nc1sc2c(c1C(=O)O)CCCC2	11
Cc1ccc(Cl)cc1N1CCN(S(=O)(=O)N2CCCC2)CC1	8
COc1ccc(-c2noc(-c3nnn(-c4ccc(C)cc4C)c3C)n2)cc1	5
O=C(C1=CCCCC1)N1CCCC(CO)(CCOc2ccccc2)C1 (stereo unspecified)	4
CN(C)c1ccc(C(CNC(=O)c2cccc(C(F)(F)F)c2)N2CCCC2)cc1 (stereo unspecified)	-2
Cn1ncc(N2CCC(CNC(=O)c3cn[nH]c3-c3cccc(F)c3)C2)cc1=O (stereo unspecified)	-7
CCNC(=O)CSc1nc2ccccc2[nH]1	9
Cc1cc(C)c(C#N)c(SC/C=C/c2ccccc2)n1	-1
COc1cc(OC)c([N+](=O)[O-])cc1/C=C1\C(=O)NC(=S)N(C)C1=O	-7
O=C1CSC2=NC3=C(CCc4ccccc43)C(c3ccc(Cl)cc3Cl)N12 (stereo unspecified)	9
Cc1cc(C)cc(NC(=O)c2sc3nc(-c4cc5ccccc5oc4=O)[nH]c(=O)c3c2C)c1	5
C=CCOc1ccccc1NC(=O)C1CC1	3
O=C(c1ccccc1)c1ccc(NC(=O)C2CCCC2)cc1	2
COc1ccc(N2CCN(C(=O)c3ccoc3C)CC2)cc1	6
O=C1COc2ccc(C3=Nc4ccccc4SC(c4ccccc4Cl)C3)cc2N1 (stereo unspecified)	-3
C=CCO[C@H]1[C@H](NC(=O)CSC)c2ccccc2C12CCN(Cc1cccc(OC)c1)CC2	2
O=C(c1ccc(S(=O)(=O)N2CCCCCC2)cc1)N1CCN(c2ccccc2)CC1	12

# Next part.
SMILES	ROC1-CUL1 inh
Cc1ccc(C(=O)c2oc3ccccc3c2NC(=O)Cc2coc3cc(C)ccc23)cc1	4
COC(=O)c1ccc(S(=O)(=O)N2CCc3ccccc32)cc1	5
CC(C)(C)NS(=O)(=O)c1ccc(NC(=O)Nc2cccc(Cl)c2)cc1	-8
CCc1ccc(CCC(=O)Nc2ccc(OC)cc2)cc1	-1
COc1ccc(-c2cc3ncc(S(=O)(=O)c4ccccc4)c(-c4ccccc4)n3n2)cc1	7
Cn1c(-c2ccc(I)cc2)c[n+]2ccccc12	6
O=C(Nc1cccc2c1CCN(Cc1ccc3nsnc3c1)C2)c1ccncc1	-7
Cc1ccc(NC(=O)c2nc(S(C)(=O)=O)ncc2N(Cc2ccco2)Cc2cccs2)cc1C	7
CNc1ncccc1-c1nc(-c2c(C)ncc3c2CCNC3)no1	4
Cc1nc(Oc2cccc(C(F)(F)F)c2)c2c3c(sc2n1)CCC3	-5
O=S1(=O)NC(Nc2ccc(Cl)c(C(F)(F)F)c2)C2CCCCC21 (stereo unspecified)	8
COCCNS(=O)(=O)c1ccc(Cl)cc1Cl	-8
N#Cc1cc2c(=O)n3ccccc3nc2n(-c2nnc(SCc3ccc(F)cc3)s2)c1=O	-6
COc1ccc(-c2nc(-c3ccccc3)c(-c3ccc(Cl)cc3)[nH]2)c(OC)c1	-1
COc1cc2c(c(O)c1OC)C(=O)C(=O)CC=C2	33*
COCc1ccc(C(=O)Nc2ccc(-c3nc(CNC(=O)c4ccccc4SC)c(C)o3)cc2)o1	4
Cc1scc(C(=O)NNC(=O)C2C3CCC(O3)C2C(=O)O)c1C (stereo unspecified)	-6
COCC1CCN(c2ccc(-c3nc(Cc4ccccc4)no3)cn2)CC1	-4
COc1ccc(C(=O)Nc2cnc3sccn3c2=O)cc1OC	6
O=C(Nc1ccccc1F)c1oc2ccccc2c1NC(=O)C12CC3CC(CC(C3)C1)C2	1

# Following part
SMILES	ROC1-CUL1 inh
Cc1cc(Br)ccc1NC(=O)CSc1cccc2cccnc12	-1
O=C(c1ccccc1)C1C(c2ccc(Cl)cc2)C12C(=O)c1cccc3cccc2c13 (stereo unspecified)	-1
Cc1ccc(NC(=O)c2ccco2)c(NC(=O)COc2ccc(Br)cc2)c1	-12
Cc1ccccc1-n1c(-c2ccc(Br)cc2)n[nH]c1=S	3
Nc1ccc(Oc2ccc3nc(-c4ccc(-c5ccccc5)cc4)c(-c4ccc(-c5ccccc5)cc4)nc3c2)cc1	7
CCC(C(=O)NCc1ccccc1)n1ncn2c(cc3occc32)c1=O (stereo unspecified)	-2
CN(C)C(=O)c1ccc2c(c1)N(CC(=O)NCc1ccccc1Cl)C(=O)C1CCCCN21 (stereo unspecified)	-4
CCOC(=O)c1sc(NC(=O)CCc2ccccc2)nc1C	5
Cc1cccc(-n2cnc(C(=O)N3CCc4[nH]nc(-c5ccno5)c4C3)c2)n1	14
Cc1ccc(-c2c(CN3CCN(c4cccc(C(F)(F)F)c4)CC3)csc2C)cc1	-3
CC1=NN(c2nc(-c3ccc(Cl)cc3)cs2)C(=O)C1	9
COc1cc(CNc2ccc3[nH]c(=O)[nH]c3c2)ccc1OCc1ccccc1F	-4
CCOc1ccccc1NC(=O)c1ccc2c(c1)CCN2S(=O)(=O)c1ccc(C)cc1	5
CCC(=NCc1ccccc1OC)C1N=C(c2ccc(Cl)cc2)OC1=O (stereo unspecified)	8
Cc1oc(-c2ccccc2)nc1Cn1c(SCc2cccc(C(F)(F)F)c2)nc2cccnc21	-2
Cc1ccc(-c2cc(C(=O)NCCC3=CCCCC3)c3ccccc3n2)o1	-2
Cc1cccc(C)c1OCC(=O)Nc1nnc(C2CCCO2)s1 (stereo unspecified)	7
CCOC(=O)c1c(-c2ccc(F)cc2)csc1NC(=O)c1cc(OC)c(OC)c(OC)c1	6
CN(C)CCn1c2ccccc2c2ccc3nc(Cl)ccc3c21	4
CCc1ccc2nc(N3C(=O)C(=O)C(C(=O)c4cccs4)C3c3ccc(C(C)(C)C)cc3)sc2c1 (stereo unspecified)	5

# Later entries.
SMILES	ROC1-CUL1 inh
CCOC(=O)C1(Cc2cccc(F)c2)CCN(Cc2ccn[nH]2)CC1	0
O=C(COc1ccc2oc3c(c2c1)CCCC3)Nc1ccc(Cl)cc1	2
O=C1C2CCCN2C(=O)N1CCN1CCN(c2ccccc2)CC1 (stereo unspecified)	-6
COC(CC(=O)c1ccc(Cl)c(Cl)c1)C(C)(C)CN(C)S(C)(=O)=O (stereo unspecified)	1
Cc1ccc2c(c1)-c1c(cnn1CC(=O)N1CCN(c3cc(Cl)ccc3C)CC1)CO2	5
NNC1=Nc2cc(Cl)ccc2Sc2ccccc21	-4
Cn1cc(S(=O)(=O)c2ccccc2)c(=O)c2cc(F)c(N3CCN(c4ccccc4)CC3)cc21	0
COc1cc(OC)c(C(=O)Oc2ccccc2)cc1OC	-3
COCCCNC(=O)c1ccc(-n2nc(C(F)(F)F)cc2-c2cccs2)cc1	-2
COc1ccc(C(CC(=O)NCc2ccc(Cl)cc2)N2Cc3ccccc3C2=O)cc1OC (stereo unspecified)	0
CCSc1nnc2c(n1)OC=Nc1ccccc1-2	2
O=C(Nc1ccccc1C(=O)NCCN1CCOCC1)c1ccc(Cl)cc1Cl	1
O=C(NCCCN1CCOCC1)c1cc2nc3c(c(C(F)(F)F)n2n1)CCc1ccccc1-3	-3
Cc1cn2c3c(=O)n(CCC(C)C)c(=O)n(C)c3nc2n1-c1ccccc1	-5
Cc1ccc(NC(=O)c2cc(S(=O)(=O)N3CCCC(C)C3)cn2C)c(Br)c1 (stereo unspecified)	0
CCCCNC(=O)C1Cc2ccccc2CN1S(=O)(=O)c1cccs1 (stereo unspecified)	-3
Cc1cc(C)c(C#N)c(SCC(=O)c2ccc3c(c2)Cc2ccccc2-3)n1	9
CCc1cccc(CC)c1NC(=O)CCS(=O)(=O)c1ccc2c(c1)CCN2C(C)=O	-6
CCS(=O)(=O)N1CCCC(C(=O)Nc2cc(C(F)(F)F)ccc2Cl)C1 (stereo unspecified)	4
CC1(C)C2CCC1C1C2C(c2ccccc2)=NN1c1ccccc1 (stereo unspecified)	14

# Rewritten with values ahead of the structure: 14 of the compounds above.
ROC1-CUL1 inh | Structure
2 | O=C(N/N=C/c1cc(Cl)cc(Cl)c1O)c1ccc(Br)o1
6 | N#Cc1cnc(NCCNc2ncc(C#N)c(N)n2)nc1N
-3 | CCN(C(=O)Cn1nc(Cc2cccnc2)c2ccccc2c1=O)c1ccccc1F
11 | O=C(/C=C/c1ccco1)Nc1sc2c(c1C(=O)O)CCCC2
8 | Cc1ccc(Cl)cc1N1CCN(S(=O)(=O)N2CCCC2)CC1
5 | COc1ccc(-c2noc(-c3nnn(-c4ccc(C)cc4C)c3C)n2)cc1
4 | O=C(C1=CCCCC1)N1CCCC(CO)(CCOc2ccccc2)C1 (stereo unspecified)
-2 | CN(C)c1ccc(C(CNC(=O)c2cccc(C(F)(F)F)c2)N2CCCC2)cc1 (stereo unspecified)
-7 | Cn1ncc(N2CCC(CNC(=O)c3cn[nH]c3-c3cccc(F)c3)C2)cc1=O (stereo unspecified)
9 | CCNC(=O)CSc1nc2ccccc2[nH]1
-1 | Cc1cc(C)c(C#N)c(SC/C=C/c2ccccc2)n1
-7 | COc1cc(OC)c([N+](=O)[O-])cc1/C=C1\C(=O)NC(=S)N(C)C1=O
9 | O=C1CSC2=NC3=C(CCc4ccccc43)C(c3ccc(Cl)cc3Cl)N12 (stereo unspecified)
5 | Cc1cc(C)cc(NC(=O)c2sc3nc(-c4cc5ccccc5oc4=O)[nH]c(=O)c3c2C)c1

# Next structures.
SMILES	ROC1-CUL1 inh
COc1ccc(Oc2cc(C#N)c(C#N)cc2N2CCOCC2)cc1	-13
NC(=Nc1ccccc1)SCc1ccc([N+](=O)[O-])cc1	3
COc1ccc(/C=C/C(=O)Nc2nc(-c3ccccc3)c(C)s2)cc1OC	-9
Cc1ccc(NC(=O)CN2C(=O)c3ccccc3C2=O)c(C)c1	-1
Cc1ccc(C)c(NC(=O)C2CCCN(S(=O)(=O)c3cn(C)cn3)C2)c1 (stereo unspecified)	-1
Nc1ccc(-c2cc3ccccc3o2)cc1	0
Cc1ccccc1-c1nc2cc(N=Cc3cc(Cc4ccccc4)ccc3O)ccc2o1	1
Cc1ccc2c(c1)N(C(=O)N1CCC(C(=O)NC3CCCCCC3)CC1)CCO2	6
COc1ccc(C(=O)c2ccc(-c3ccc(Br)cc3)o2)cc1	4
Nc1cc(C(O)(C(F)(F)F)C(F)(F)F)ccc1C(=O)O	3
CCN(CC)CCCNC(=O)c1ccc(C)cc1	6
Cc1cccc(C(=O)Nc2nc(-c3ccc(Br)cc3)ns2)c1	-3
Cc1c(C(C)NC(=O)CSc2ccccn2)cnn1-c1ccccn1 (stereo unspecified)	5
Cc1sc2ncn(CC(=O)N3CCN(c4cccc(Cl)c4)CC3)c(=O)c2c1S(=O)(=O)N1CCC(C)CC1	5
Cc1ccccc1OCC(=O)NC(C)C(=O)N/N=C/c1ccc(OCC(=O)Nc2ccccc2)cc1 (stereo unspecified)	-4
CCN1CCN(c2nc(-c3ccccc3O)nc3ccccc23)CC1	-1
O=C(NCCCN1CCCC(O)C1)c1ccc2oc(CCc3ccccc3)nc2c1 (stereo unspecified)	-1
CC1CCN(CC(O)COC2CC3CCC2(C)C3(C)C)CC1 (stereo unspecified)	0
CCOC(=O)C1C(=O)CC(C)(O)C(C(=O)OCC)C1c1cccc([N+](=O)[O-])c1 (stereo unspecified)	0
CCCCNC(=O)c1ccc(OCCC)cc1	1

# More compounds
SMILES	ROC1-CUL1 inh
Cc1ccc2c(c1)C1CN(C)CCC1N2c1nc(S(=O)(=O)c2ccccc2)c(Cl)s1 (stereo unspecified)	7
CS(=O)(=O)N1CCC(C2CCN(Cc3cccnc3)CC2)C1 (stereo unspecified)	-8
N#CSC(=O)Cc1ccccc1	5
FC(F)(F)c1nnc2sc(Cc3noc4ccccc34)nn12	4
COC(=O)c1ccc(NC(=O)c2cc3cc(C)ccc3n2C)cc1	-3
N#Cc1c(Nc2ccccc2)ccnc1SCc1ccc(Cl)cc1	-1
CCCCCCCSc1nc2sc3c(c2c(=O)n1Cc1ccccc1)CCC(C(C)(C)C)C3 (stereo unspecified)	-2
COc1cc2nc(SCC(=O)Nc3c(C)cc(C)cc3C)n3nc(CCn4c(C)nc5ccccc54)nc3c2cc1OC	2
COc1cc(C(=O)Oc2c(Sc3ccc(C)cc3)c(C)nn2-c2ccccc2)cc(OC)c1OC	1
CCOC(=O)C1(CCOc2ccccc2)CCCN(C(=O)CSC)C1 (stereo unspecified)	-10
CCN(CC)CCNC(=O)C1CCN(c2nn3cc(-c4ccc(F)cc4)nc3s2)CC1	2
Cc1c(CC(=O)N(C)C(C)c2ccon2)c2c(n1C(C)C)CC(C)(C)CC2=O (stereo unspecified)	7
O=C(NC(=O)C(F)(F)F)Nc1cc(C(F)(F)F)ccc1Cl	-13
Cc1ccc(-c2[nH]nc(N)c2N=Nc2cccc(Cl)c2C)cc1	-6
Nc1c(C(=O)Nc2ccc(Br)cc2)sc2nc(-c3ccc4c(c3)OCO4)ccc12	3
CCNC(=O)C1CCN(C2CCN(CCCc3ccccc3)CC2)CC1	3
COc1cc(OC)cc(N2CCN(S(=O)(=O)c3ccc(-n4cnnn4)cc3)CC2)c1	0
O=C(NCc1cccnc1N1CCN(c2ccccn2)CC1)C1CC=CCC1 (stereo unspecified)	-1
CC(C)(C)C(=O)NCCOc1ccc(C23CC4CC(CC(C4)C2)C3)cc1	1
CC(C)c1ccc(CCC(=O)NC2CC3CCC2C3)cc1 (stereo unspecified)	12

# New compounds follow:
SMILES	ROC1-CUL1 inh
Cc1ccc(/C=N/NC(=O)c2ccc(=O)n(C)c2)cc1	1
CC(C)(C)c1ccc(C(=O)NCC(c2cccs2)S(=O)(=O)c2ccc(F)cc2)cc1 (stereo unspecified)	-6
O=c1cc(C2CCCNC2)nc(-c2csc3c2CCCC3)[nH]1 (stereo unspecified)	0
O=C(CC1NC2CCCCC2NC1=O)Nc1cccc2ccccc12 (stereo unspecified)	4

# Not all compounds are listed; count on the stated rates, not on these rows.
